Screening results as filed in PubChem BioAssay.
GAA glycogen: GAA glycogen-cleavage inhibition or activation | recombinant GAA, glycogen substrate, Amplex Red glucose oxidase fluorescence | Potency, µM (highest dose often 76.4 µM), inactives show top-dose activity change, negative = inhibition, usual class: inhibitors | actives 0.38% (n = 300,000);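 further: 0% = full enzyme reaction and -100% = no-enzyme basal signal; the screen sought inhibitors and activators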
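Recombinant human alpha-glucosidase (4 nM final) hydrolysed bovine liver glycogen (30 ug) for 40 min at 37 C in pH 5.0 citrate/phosphate with 0.01% Tween-20. Released glucose detected by glucose oxidase/Amplex Red, Ex 573/Em 610 nm. Compounds up to 77 uM; AC50 from Hill fits.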
TR SRC2 fluor cs: alters Texas Red total fluorescence, flagging assay interference; actives 0.29% (n = 280,000); Potency, µM (titrated, usually from 106 µM), for the others: top-dose fluorescence change, negative = quenching; AID 1479; TRb/SRC2 Texas Red total fluorescence interference; active means well fitted curve in either direction with a large enough effect; inconclusive means small, poorly fitted or top-dose-only effect
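Human TRb ligand-binding domain at 0.6 uM with 20 nM Texas Red SRC2 peptide in Tris buffer containing 1 uM T3 and 5% DMSO, incubated with compound 5 h at ambient temperature. Total fluorescence (555/632 nm) calculated as parallel + 2 × perpendicular.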
TRb-SRC2 inh: disrupts binding of human TR beta to SRC2; P10828; TRbeta-SRC2 peptide binding, fluorescence polarization; receptor liganded with 1 µM T3; Potency, µM (top dose mostly 106 µM), for inactives: at the top dose activity change, negative = inhibition, actives largely listed as inhibitors; actives 0.065% (n = 280,000); AID 1469;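 further: plate controls were bound peptide for no effect and peptide without receptor for full effect; nearly all actives have a fitted effect of over 50% in size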
Target sequence (P10828 whole entry, looked up): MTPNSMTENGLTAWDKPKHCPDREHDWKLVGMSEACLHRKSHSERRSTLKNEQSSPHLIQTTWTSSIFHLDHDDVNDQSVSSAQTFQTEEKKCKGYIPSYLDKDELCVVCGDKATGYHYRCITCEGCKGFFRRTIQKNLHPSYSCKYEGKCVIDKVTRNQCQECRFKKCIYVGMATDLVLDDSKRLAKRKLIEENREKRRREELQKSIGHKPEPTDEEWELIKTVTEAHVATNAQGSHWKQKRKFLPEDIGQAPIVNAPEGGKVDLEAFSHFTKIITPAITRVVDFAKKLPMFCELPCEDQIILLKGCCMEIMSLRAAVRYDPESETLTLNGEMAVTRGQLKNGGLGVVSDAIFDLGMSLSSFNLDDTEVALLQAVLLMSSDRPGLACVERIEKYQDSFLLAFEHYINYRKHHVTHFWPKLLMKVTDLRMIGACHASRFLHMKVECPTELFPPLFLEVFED
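Read-out is fluorescence polarization (555 nm excitation, 632 nm emission) of a Texas Red SRC2 coactivator peptide; loss of signal reflects blocked binding to human TRb ligand-binding domain in the presence of 1 uM T3.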
* hit, by the source's call; ? = inconclusive; & = joins results of further samples; [ ] = another dose, or the depositor's remark. Unless noted, the call rests on the fitted dose curve; in most records, active means well fitted curve in the direction sought with a large enough effect; inconclusive means small, poorly fitted or top-dose-only effect, or another doubt; inactive means no such curve, though single readings can be large; an effect the other way counts as inactive or inconclusive. Unless noted, on the % scale 0 is the no-effect control and ±100 the full control effect; potency means the concentration at half of the fitted maximal effect. Some of the compounds tested; rates above refer to the full screens.

SMILES	GAA glycogen	TR SRC2 fluor cs	TRb-SRC2 inh
Cc1nc(-n2nc(C)c(Cc3ccccc3Cl)c2C)sc1C(=O)Nc1ccccc1F	6.7%[76.3 µM]	3.3%	-9.3%
CCOc1ccccc1NC(=O)Cn1c(=O)n(CCCC(=O)NCCc2ccc(C)cc2)c(=O)c2ccccc21	7.2%[76.3 µM]	5.2%	6.9%
CCCCOC(=O)c1ccc(NC(=O)Cc2coc3ccc(C(C)C)cc23)cc1	-10.7%[76.3 µM]	7.2%	-4.6%
CCOC(=O)c1ccc(NC(=O)Nc2cc3c(cc2N2CCCCC2)n(CC)c(=O)n3CC)cc1	-13.3%[76.3 µM]	-1.2%	-7.8%
COc1cc(OC)c(NC(=O)Cn2c(SCc3ccccc3F)nc3cccnc32)cc1Cl	10.5%[76.3 µM]	-10.5%	3.2%
CCOC(=O)c1ccc(NC(=O)C2CCN(S(=O)(=O)c3ccc(C)cc3)CC2)cc1	-2.3%[76.3 µM]	-0.9%	-5.4%
COc1ccc(NC(=O)CN2C(=O)C(c3ccc(C(C)(C)C)cc3)=NC2(C)C)cc1Cl	-14.5%[76.3 µM]	-1.9%	1.4%
COc1ccc(C(=O)NCCn2cc(SC(C)c3ccccc3)c3ccccc32)cc1OC (centres undefined)	-1.7%[76.3 µM]	-16.5%	4.1%
COc1ccc(CN2CCN(c3ncnc4sc5c(c34)CC(C)CC5)CC2)cc1F (centres undefined)	3.1%[76.3 µM]	-0.1%	7.9%
CCOC(=O)c1c(C)n(S(=O)(=O)c2ccc(C)cc2C)c2ccc(NS(=O)(=O)c3ccc(C)cc3C)cc12	-6.2%[76.3 µM]	?	-1.5%
COc1ccc(-n2cc(C(=O)Nc3cc(F)ccc3F)c3ccccc3c2=O)cc1	6.7%[76.3 µM]	-9.9%	3.8%
COC(=O)c1cccc(NC(=O)C2CCN(S(=O)(=O)Cc3ccccc3)CC2)c1C	-4.8%[76.3 µM]	1.0%	-2.1%
CCOC(=O)c1c(-c2ccc(OC)cc2)oc2ccc(OCc3ccccc3C)cc12	0.2%[76.3 µM]	-2.0%	6.6%
CC(C)Cn1c(=O)c2sccc2n2c(CCCC(=O)NCCc3ccccc3)nnc12	15.8%[76.3 µM]	-1.4%	1.5%
O=C(c1cc2ccccc2o1)N1CCN(Cc2ccccc2)CC1	1.4%[76.3 µM]	0.6%	1.2%
N#Cc1ccccc1OCC(=O)N1CCN(c2ccccc2F)CC1	-3.9%[76.3 µM]	9.7%	6.0%
COc1ccc(CCn2cc3c(c2-c2ccc(Br)cc2)c(=O)n(C)c(=O)n3C)cc1OC	14.6%[76.3 µM]	-1.7%	1.6%
COc1ccc(N2CCN(Cc3nc4c(c(=O)[nH]c(=O)n4C)n3CC(C)C)CC2)cc1	-18.7%[76.3 µM]	-2.8%	-1.1%
Cc1ccc(Cl)cc1N1CCN(S(=O)(=O)c2cc3[nH]c(=O)c(=O)[nH]c3cc2C)CC1	-4.3%[76.3 µM]	?	0.6%
CCS(=O)(=O)N1CCc2cc(C(=O)NCc3ccc(C)cc3)ccc21	-3.2%[76.3 µM]	-1.2%	-4.7%
CCCSCCCNC(=O)C1CCCN(c2nn3cc(-c4ccc(OC)cc4)nc3s2)C1 (centres undefined)	-1.5%[76.3 µM]	-22.9%	1.5%
Cc1c(CC(=O)NCCc2ccccc2F)c(=O)oc2cc(O)c(Cl)cc12	12.3%[76.3 µM]	1.4%	7.0%
CC(C)Cn1cc(C(=O)N2CCN(c3cccc(Cl)c3)CC2)c2c3ccccc3n(C)c2c1=O	-2.4%[76.3 µM]	4.5%	-2.9%
COc1cccc(CNC(=O)CCCn2nc(C)c3sc4ccccc4c3c2=O)c1	?	0.2%	1.9%
CCCn1cc(S(=O)(=O)c2ccc(C)cc2)c(=O)c2cc(F)c(N3CCCC3)cc21	-6.6%[76.3 µM]	9.1%	5.0%
COc1ccc(N2CCN(S(=O)(=O)CCNC(=O)COc3cccc(OC)c3)CC2)cc1	3.8%[76.3 µM]	-16.6%	-3.5%
CCC1CN(C(=O)N2CCC(C(=O)NCc3ccco3)CC2)c2ccccc2O1 (centres undefined)	-1.1%&0.8%[76.3 µM]	4.3%	2.0%
CCOc1ccc(CCNC(=O)CN2C(=O)COc3ccc(S(=O)(=O)N(CC)CC)cc32)cc1	-10.5%[76.3 µM]	?	-17.0%
COCCCNC(=O)c1sc2nc3n(c(=O)c2c1C)CCC3	-4.5%[76.3 µM]	0.0%	-5.2%
CCc1ccccc1NC(=O)Cn1c(-c2nonc2N)nc2ccccc21	-2.5%[76.3 µM]	0.4%	2.4%
COC(=O)c1cc(S(=O)(=O)N2CCN(c3cccc(C)c3)C(C)C2)c[nH]1 (centres undefined)	-5.2%[76.3 µM]	-2.4%	2.1%
Cc1cc(N2CCCCC2)nc2ccc(NC(=O)CCC(=O)N3CCN(c4ccccc4)CC3)cc12	-5.9%[76.3 µM]	-1.1%	2.9%
COc1ccc(C(=O)Oc2c(Sc3ccc(C)cc3)c(C)nn2C(C)(C)C)c(OC)c1	7.5%[76.3 µM]	-0.4%	0.2%
O=C(COCc1cc(-c2ccc3c(c2)OCO3)on1)NCc1ccc(F)cc1	8.3%[76.3 µM]	7.3%	2.1%
COc1ccc(-c2noc(-c3ccc(NCC4CCCO4)c([N+](=O)[O-])c3)n2)cc1OC (centres undefined)	10.2%[76.3 µM]	0.0%	-5.3%
O=C(Nc1ccc(OCc2cc(=O)n3c4c(sc3n2)CCCC4)cc1)c1ccccc1	13.8%[76.3 µM]	-0.1%	0.9%
O=C(CC1C(=O)N(c2ccccc2)C(=O)N1CCC1=CCCCC1)Nc1ccc(F)cc1 (centres undefined)	-1.1%[76.3 µM]	0.8%	-5.6%
COc1ccc(CNC(=O)CCS(=O)(=O)c2cc(Br)cc3c2N(C(C)=O)C(C)C3)cc1 (centres undefined)	9.3%[76.3 µM]	-0.1%	-7.2%
O=C(O)CSc1c2c(nc3cc(C(=O)Nc4ccc(F)c(Cl)c4)ccc13)CCC2	-17.9%[76.3 µM]	-1.1%	2.1%
Cc1cc(Nc2ccc(C(=O)O)c(O)c2)n2ncnc2n1	10.5%[76.3 µM]	0.8%	-7.2%
Cc1cc(NC(=O)c2cccs2)cc(-c2nc3cc(Cl)ccc3o2)c1O	11.3%[76.3 µM]	0.8%	2.2%
Cc1cc(C)c2c(=O)cc(C(=O)Nc3ccccc3C(F)(F)F)oc2c1	6.7%[76.3 µM]	2.5%	2.9%
COc1ccc(OC)c(NC(=O)Cn2ccc3ccccc3c2=O)c1	14.3%[76.3 µM]	-1.9%	5.3%
COc1ccc(CCNC(=O)CSc2cn(CCNC(=O)c3c(F)cccc3F)c3ccccc23)cc1OC	9.2%[76.3 µM]	-7.2%	12.7%
COC(=O)C(C)Sc1nc2c(cnn2-c2ccc(F)cc2)c(=O)[nH]1 (centres undefined)	5.6%	-1.0%	0.8%
Cc1ccc(NC(=O)c2cc3nc(-c4ccc5c(c4)OCO5)cc(C(F)(F)F)n3n2)cc1Cl	13.9%[76.3 µM]	4.7%	5.9%
CCN(c1ccccc1)S(=O)(=O)c1ccc(NC(=O)c2cc(=O)c3ccc(C)c(C)c3o2)cc1	-1.3%[76.3 µM]	?	-1.1%
COc1ccc(Cn2c(=O)n(Cc3ccco3)c(=O)c3oc4ccccc4c32)cc1	10.9%[76.3 µM]	-1.6%	-5.5%
CCOc1ccccc1NS(=O)(=O)c1ccc2c(c1)oc(=O)n2C	-12.4%[76.3 µM]	-0.4%	0.5%
COCCCNC(=O)CCCn1c(SCC(=O)c2ccc(Br)cc2)nc2c(sc3ccccc32)c1=O	14.4%[76.3 µM]	-7.7%	6.7%
COc1cccc(-c2ccc3c(N)c(C(=O)NCc4ccc(Cl)cc4)sc3n2)c1	2.7%[76.3 µM]	-2.5%	-1.6%
Cc1cc(C)cc(NS(=O)(=O)c2ccc3[nH]cc(C(=O)NC4CCCCC4)c(=O)c3c2)c1	3.4%[76.3 µM]	-1.3%	0.5%
Cc1ccc2c(Sc3ccc(Cl)cc3)c(C(=O)NCCC(C)C)[nH]c2c1	4.6%[76.3 µM]	-2.8%	-1.1%
CCOc1ccccc1CNCc1c(C(=O)O)c(C)n(Cc2ccc(Cl)cc2)c1C	16.9%[76.3 µM]	-0.7%	-1.3%
CCOC(=O)c1ccc(NC(=O)CC2C(=O)N(c3cccc(OC)c3)C(=O)N2Cc2ccc(OC)cc2)cc1 (centres undefined)	0.6%[76.3 µM]	-1.7%	-5.2%
Cc1ccccc1NC(=O)CSc1nc2nccnc2c(=O)n1CCc1c[nH]c2ccccc12	-9.5%[76.3 µM]	-2.1%	-2.2%
COc1ccc(/C=C/c2nc(-c3ccccc3O)n(-c3ccccc3)n2)cc1OC	11.8%[76.3 µM]	-2.7%	5.4%
CC(=O)NCCc1nc2ccccc2n1CCCCOc1ccc(Cl)cc1	11.5%[76.3 µM]	-0.1%	2.5%
COc1ccc(OC)c(C2c3c(-c4ccc(Br)cc4)n[nH]c3C(=O)N2c2ccc(Cl)cc2)c1 (centres undefined)	-2.4%[76.3 µM]	-1.4%	-5.0%
CCCc1ccc(C2Sc3ccccc3NC3=C2C(=O)c2ccccc23)cc1 (centres undefined)	-2.3%[76.3 µM]	-2.4%	8.3%

The list continues:
SMILES	GAA glycogen	TR SRC2 fluor cs	TRb-SRC2 inh
CSc1ncc(C(=O)Nc2ccc(C(C)=O)cc2)c(-c2ccccc2)n1	-7.0%	8.1%	9.9%
O=C(Nc1ccc2nc(SCC(=O)N3CCCc4ccccc43)sc2c1)c1cccc(Cl)c1	12.9%[76.3 µM]	?	4.6%
COc1ccc(C(=O)n2nc(-c3cccnc3)nc2NCc2ccccc2)cc1OC	10.8%[76.3 µM]	0.3%	0.2%
COc1cc(O)ccc1-c1nc2cc(C)ccn2c1Nc1ccccc1C	12.6µM*	-1.4%	2.5%
CC(NC(=O)C1CCN(C(=O)N2CCOc3ccc(Cl)cc32)CC1)c1ccccc1 (centres undefined)	?	-7.0%	0.0%
Cc1cc(C)c(OCC(=O)N(Cc2ccc(N(C)C)cc2)Cc2ccco2)c(C)c1	-10.7%[76.3 µM]	?	-9.2%
Cc1cc(F)ccc1-n1nnc(C(N)=O)c1C	6.0%[76.3 µM]	-7.0%	0.6%
O=C(c1ccc2c(c1)N(Cc1ccccc1)C(=O)c1ccccc1S2(=O)=O)N1CCc2ccccc21	10.5%[76.3 µM]	0.9%	1.1%
COc1cc(NC(=O)CSc2nc(-c3cccs3)cc(C(F)(F)F)n2)cc(OC)c1OC	7.7%[76.3 µM]	-7.4%	-6.1%
O=C(Cn1ncc2c([nH]c3ccccc32)c1=O)NCC1CCN(Cc2ccc(F)cc2)CC1	10.9%[76.3 µM]	-19.3%	2.1%
Cc1ccc2nc(Cl)c3cc(C(=O)N4CCCCC4C)sc3c2c1 (centres undefined)	14.0%[76.3 µM]	0.0%	6.3%
Cc1ccc(C(C)C)c(OCCCn2c(=O)oc3ccccc32)c1	-2.5%[76.3 µM]	-0.7%	4.9%
Cc1ccc(N2CCN(C(=O)c3ccc4c(Cl)c5c(nc4c3)CCCC5)CC2)c(C)c1	16.4%[76.3 µM]	0.9%	3.0%
COc1ccc(CNC(=O)CSc2nc3ccsc3c(=O)n2Cc2ccccc2Cl)cc1	8.8%[76.3 µM]	?	2.2%
Cc1ccccc1Nc1nnc(-c2ccc(C)c(S(=O)(=O)N3CCCCC3)c2)c2ccccc12	-6.2%[76.3 µM]	0.2%	1.9%
Cc1ccc(SCC(=O)Nc2ccc3oc(-c4ccc(F)cc4)nc3c2)cc1	-7.3%[76.3 µM]	3.7%	6.2%
COc1ccccc1CNC(=O)Cc1c(C)c2c(cc(C)c3c(C)c(C)oc32)oc1=O	-3.9%[76.3 µM]	0.1%	-2.8%
CCN(c1ccccc1)c1nnc(NC(=O)Nc2cccc(Cl)c2C)s1	-9.5%[76.3 µM]	-1.7%	-1.5%

Laid out differently: four of the compounds above
SMILES: Cc1ccc(SCC(=O)Nc2ccc3oc(-c4ccc(F)cc4)nc3c2)cc1
  GAA glycogen: -7.3%[76.3 µM]
  TR SRC2 fluor cs: 3.7%
  TRb-SRC2 inh: 6.2%
SMILES: COc1ccc(CNC(=O)CSc2nc3ccsc3c(=O)n2Cc2ccccc2Cl)cc1
  GAA glycogen: 8.8%[76.3 µM]
  TR SRC2 fluor cs: ?
  TRb-SRC2 inh: 2.2%
SMILES: Cc1ccc(N2CCN(C(=O)c3ccc4c(Cl)c5c(nc4c3)CCCC5)CC2)c(C)c1
  GAA glycogen: 16.4%[76.3 µM]
  TR SRC2 fluor cs: 0.9%
  TRb-SRC2 inh: 3.0%
SMILES: CCN(c1ccccc1)c1nnc(NC(=O)Nc2cccc(Cl)c2C)s1
  GAA glycogen: -9.5%[76.3 µM]
  TR SRC2 fluor cs: -1.7%
  TRb-SRC2 inh: -1.5%
